Source: PubChem (University of Kansas High Throughput Screening Laboratory)
mHTT-CaM PPI inh = mHTT-calmodulin interaction abrogation; P42858; AlphaScreen His-mHTT/GST-CaM binding, luminescence; inhibition, % at 15 µM; 190,000 compounds, 3.6% hits; AID 1671202;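 note: 0% = both proteins with DMSO and 100% = one protein alone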
Target sequence (P42858 whole entry, looked up, stated change not applied): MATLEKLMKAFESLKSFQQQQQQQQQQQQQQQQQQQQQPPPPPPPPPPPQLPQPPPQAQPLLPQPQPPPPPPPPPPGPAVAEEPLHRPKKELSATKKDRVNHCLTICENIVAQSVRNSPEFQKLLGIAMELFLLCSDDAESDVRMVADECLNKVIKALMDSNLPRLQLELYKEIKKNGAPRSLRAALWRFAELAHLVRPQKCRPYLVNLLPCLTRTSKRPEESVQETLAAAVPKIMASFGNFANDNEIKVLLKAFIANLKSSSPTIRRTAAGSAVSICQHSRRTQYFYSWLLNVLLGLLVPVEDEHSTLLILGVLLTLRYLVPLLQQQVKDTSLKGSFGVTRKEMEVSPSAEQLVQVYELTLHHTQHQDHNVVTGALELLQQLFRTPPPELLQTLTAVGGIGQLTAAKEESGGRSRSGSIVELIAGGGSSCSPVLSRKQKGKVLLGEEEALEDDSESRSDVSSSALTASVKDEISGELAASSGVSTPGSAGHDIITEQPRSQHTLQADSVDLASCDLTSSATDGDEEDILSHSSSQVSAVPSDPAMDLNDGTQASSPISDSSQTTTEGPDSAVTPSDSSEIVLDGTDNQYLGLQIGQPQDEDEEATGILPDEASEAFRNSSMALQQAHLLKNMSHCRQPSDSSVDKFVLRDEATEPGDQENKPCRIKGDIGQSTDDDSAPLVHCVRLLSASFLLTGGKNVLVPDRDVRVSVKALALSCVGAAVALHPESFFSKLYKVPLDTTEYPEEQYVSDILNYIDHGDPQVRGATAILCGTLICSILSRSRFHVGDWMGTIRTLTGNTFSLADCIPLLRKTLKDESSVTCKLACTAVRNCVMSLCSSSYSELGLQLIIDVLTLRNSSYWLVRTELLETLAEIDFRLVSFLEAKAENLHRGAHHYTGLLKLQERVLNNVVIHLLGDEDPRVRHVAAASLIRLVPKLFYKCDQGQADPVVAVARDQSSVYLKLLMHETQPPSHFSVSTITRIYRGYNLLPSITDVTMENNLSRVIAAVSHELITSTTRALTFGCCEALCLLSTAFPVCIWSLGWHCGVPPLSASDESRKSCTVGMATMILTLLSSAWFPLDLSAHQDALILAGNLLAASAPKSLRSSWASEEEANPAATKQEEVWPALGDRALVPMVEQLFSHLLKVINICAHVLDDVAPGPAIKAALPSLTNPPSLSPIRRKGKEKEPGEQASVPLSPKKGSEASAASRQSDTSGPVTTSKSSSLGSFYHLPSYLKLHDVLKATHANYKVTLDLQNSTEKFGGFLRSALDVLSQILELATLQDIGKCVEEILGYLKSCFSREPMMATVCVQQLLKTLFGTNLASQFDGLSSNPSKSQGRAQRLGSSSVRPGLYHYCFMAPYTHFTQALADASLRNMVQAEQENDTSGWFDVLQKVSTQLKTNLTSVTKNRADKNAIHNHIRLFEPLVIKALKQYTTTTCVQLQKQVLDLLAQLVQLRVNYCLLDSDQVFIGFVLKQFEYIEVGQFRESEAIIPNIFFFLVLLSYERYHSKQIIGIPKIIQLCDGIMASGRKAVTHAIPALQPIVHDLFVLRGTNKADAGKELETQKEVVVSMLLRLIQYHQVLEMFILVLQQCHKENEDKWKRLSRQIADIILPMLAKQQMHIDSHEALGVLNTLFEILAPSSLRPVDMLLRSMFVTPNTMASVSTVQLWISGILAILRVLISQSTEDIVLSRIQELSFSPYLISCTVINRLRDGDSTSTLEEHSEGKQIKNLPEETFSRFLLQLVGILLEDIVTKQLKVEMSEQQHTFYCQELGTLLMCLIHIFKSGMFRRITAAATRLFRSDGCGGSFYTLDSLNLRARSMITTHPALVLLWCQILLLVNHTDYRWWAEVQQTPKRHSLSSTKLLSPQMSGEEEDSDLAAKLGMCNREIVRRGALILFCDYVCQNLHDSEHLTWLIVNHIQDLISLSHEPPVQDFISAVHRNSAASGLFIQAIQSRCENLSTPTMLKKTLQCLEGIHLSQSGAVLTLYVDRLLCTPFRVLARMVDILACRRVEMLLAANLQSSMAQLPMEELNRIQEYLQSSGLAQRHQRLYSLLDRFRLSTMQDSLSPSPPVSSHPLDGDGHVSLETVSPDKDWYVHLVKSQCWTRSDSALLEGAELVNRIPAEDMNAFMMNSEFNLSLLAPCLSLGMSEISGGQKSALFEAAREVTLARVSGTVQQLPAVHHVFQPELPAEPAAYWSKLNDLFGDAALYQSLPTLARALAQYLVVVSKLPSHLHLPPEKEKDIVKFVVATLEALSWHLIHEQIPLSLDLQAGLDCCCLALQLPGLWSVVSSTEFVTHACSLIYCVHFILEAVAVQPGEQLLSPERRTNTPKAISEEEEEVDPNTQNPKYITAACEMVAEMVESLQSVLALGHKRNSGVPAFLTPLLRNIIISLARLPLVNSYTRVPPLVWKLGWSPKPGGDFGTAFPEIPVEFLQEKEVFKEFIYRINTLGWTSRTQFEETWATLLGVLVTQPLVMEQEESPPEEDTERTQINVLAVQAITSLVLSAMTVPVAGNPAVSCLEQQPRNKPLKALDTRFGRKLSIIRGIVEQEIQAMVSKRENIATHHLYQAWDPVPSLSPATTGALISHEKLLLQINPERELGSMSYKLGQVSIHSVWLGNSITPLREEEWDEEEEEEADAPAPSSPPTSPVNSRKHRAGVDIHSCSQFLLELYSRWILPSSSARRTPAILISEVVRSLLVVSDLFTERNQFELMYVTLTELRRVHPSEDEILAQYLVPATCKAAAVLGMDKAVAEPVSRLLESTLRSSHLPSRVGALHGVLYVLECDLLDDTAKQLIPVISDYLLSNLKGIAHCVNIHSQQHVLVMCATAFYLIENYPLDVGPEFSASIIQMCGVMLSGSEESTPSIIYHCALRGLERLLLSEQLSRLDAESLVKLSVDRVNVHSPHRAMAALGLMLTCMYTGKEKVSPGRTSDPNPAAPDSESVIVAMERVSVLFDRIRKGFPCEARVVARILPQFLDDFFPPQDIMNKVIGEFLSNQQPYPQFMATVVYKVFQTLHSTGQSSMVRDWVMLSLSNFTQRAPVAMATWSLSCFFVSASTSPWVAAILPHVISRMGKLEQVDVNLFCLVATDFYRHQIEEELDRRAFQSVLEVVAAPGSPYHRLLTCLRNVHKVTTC
Pf apPOL block = Pf-apPOL DNA polymerase inhibition; Recombinant Pf-apPOL, molecular beacon fluorescence, 1.5 h; inhibition, % at 10 µM; 210,000 compounds, 0.25% hits
An asterisk follows results filed as active; / = no result given; & = joins results of further samples. Cut-off read from the data, not from the text of the source: active = inhibition above about 50%; inactive = the rest.

Compound,mHTT-CaM PPI inh,Pf apPOL block
COc1ccc(SCC(=O)Nc2sc3c(c2C#N)CCN(C(C)=O)C3)cc1,15.1,-14.6
COc1ccc(C=C2Oc3c(ccc(O)c3CN(C)C)C2=O)c(OC)c1,-2.3,-4.6
Cc1oc(C2CCN(C(=O)NCCc3ccccc3)CC2)nc1C(=O)N1CCCC1,-2.6,-7.0
Cc1ccc(C2=NN(C(=O)CCC(=O)O)C(c3ccc(Br)cc3)C2)cc1 (centres undefined),11.0,72.5*
Cc1c(C(=O)Nc2ccc([N+](=O)[O-])cc2)cnn1-c1ccccc1,5.0,-2.5
O=S(=O)(Nc1nc2ccccc2s1)c1ccccc1,-0.2&17.0&-2.6,-1.6&-0.7
Cc1cccc(-n2nc(C)c3sc(N4CCCN(C(=O)c5ccnn5C)CC4)nc32)c1,20.7,-4.2
CSc1ccc(-c2nnc(NC(=O)c3sc4ccccc4c3Cl)o2)cc1,-3.7,-7.1
CCn1ncc(Cl)c1C(=O)N1CCCC1c1ccc(F)cc1 (centres undefined),-4.9,-6.0
N#CC1=C(N)Oc2cc(O)ccc2C1c1ccc(Br)s1 (centres undefined),16.8,-6.3
O=c1c(-n2nnc3ccccc32)c2oc3ccccc3nc-2c2ccccc12,30.0,-1.3
Cc1cc(C(=O)NCCSCc2ccc([N+](=O)[O-])cc2)c(C)o1,/,-3.0
COc1cccc2cc(C(=O)Nc3nccs3)c(=Nc3ccc(F)cc3)oc12,0.0,1.4
O=C(NCc1ccc(F)cc1)C1CCc2sc(C(=O)N3CCOCC3)cc2C1 (centres undefined),2.2,-5.8
O=C(Nc1ccc(Br)cc1)C(=O)c1c(O)[nH]c2ccccc12,0.0,-2.8
CC(C)c1ccc(NC(=O)CSc2ccccn2)cc1,-22.0&-16.4,2.8&-8.4
CCN1/C(=C2\C(=O)N(c3ccccc3)N=C2C)C=Cc2ccccc21,4.0,2.7
COCc1c(Br)c(C)nc2sc3c(=O)[nH]nnc3c12,-2.2,-1.6
CCCC(=O)N1CCc2c(c(C(=O)NCc3ccccc3)nn2C)C1,-0.4,-8.9
CCCCNC(=O)CSc1nc2ccccc2nc1Cc1cccc([N+](=O)[O-])c1,-2.0,-2.0
Cc1cccc(CSC2=NCCN2C(=O)c2ccc(Br)cc2)c1,-12.0,-3.6
Cn1c(C2CCN(C(=O)c3c(F)cccc3F)C2)nc2ccncc21 (centres undefined),-0.3,-0.5
O=C(N1CC(c2nc(-c3ncccn3)no2)C1)C1(c2ccccc2)CCOCC1,-8.1,1.0
CC(C)NC[C@H](O)COc1ccc(CC(N)=O)cc1,/,-2.6
CC1CN(C2=NCCN2S(=O)(=O)c2cc(C(F)(F)F)cc(C(F)(F)F)c2)CC(C)O1 (centres undefined),/,-11.1
O=C1CC(NC(=O)c2ccc(F)c(F)c2)CN1 (centres undefined),-13.6,-6.0
COc1ccc(Cl)cc1S(=O)(=O)n1cnc2ccccc21,-2.3,-3.1
Cn1c(C2CCN(C(=O)Cc3cccc(F)c3)C2)nc2cccnc21 (centres undefined),-2.9,-2.6
Cc1cc(OCC(=O)NC2CC(C)(C)NC(C)(C)C2)ccc1Br,8.1,-7.4
CC1=C(C#N)C(c2ccc(Cl)cc2)C2=C(CC(C)(C)CC2=O)N1 (centres undefined),-9.4,0.0
CC1(c2ccccc2)CC(C)(C)N(C(=O)CSC#N)c2ccccc21 (centres undefined),0.0,-10.4
COc1ccccc1[C@@H]1C(c2cccc(C)c2)=NN(c2ccccc2)[C@H]1C(=O)N1CCOC1=O,-43.5,-6.5
COc1cc(CNc2ccccc2SC)cc(OC)c1OC,-1.1,-6.1
Cc1nc(N2CCCCC2C)c2c(C)c(C(=O)Nc3ccc(F)cc3)sc2n1 (centres undefined),-2.0,-0.6
CC1CCc2onc(C(=O)N(Cc3ccco3)C3CCCC3)c2C1 (centres undefined),-8.8,0.2
CN[C@H](CC(=O)O)C(=O)O,/,3.9
COc1cccc(C(=O)N2CCCC2(CO)Cc2ccccc2)c1OC (centres undefined),3.2,1.8
O=C(NCCc1ccncc1)C1CCc2sc(C(=O)N3CCCCCC3)cc2C1 (centres undefined),1.6,-1.4
COc1cc(C=C2C(=O)NC(=O)NC2=O)cc(Br)c1OCC(C)C,-6.0,-2.0
CC(=O)NC(/C=C/c1ccccc1)c1cc([N+](=O)[O-])c2cccnc2c1O (centres undefined),100.0*,7.5&1.2
O=C(NCC1COc2ccccc2O1)c1ccc(Cl)cc1 (centres undefined),/,-3.8&-12.8
O=C(Nc1nc(-c2cc([N+](=O)[O-])cs2)cs1)c1cnccn1,-1.0,2.0
O=C1c2cccnc2C(=O)N1CCC1=CCCCC1,4.0,-65.5
COC(=O)C(C)NC(=O)C12CC3CC(CC(Br)(C3)C1)C2 (centres undefined),-3.7,2.6
CC(=NO)c1c(O)cc(-c2ccccc2)n(-c2ccccc2)c1=O,/,1.6

The final 4 compounds of the section above come first, to join the parts:
Compound,mHTT-CaM PPI inh,Pf apPOL block
O=C(Nc1nc(-c2cc([N+](=O)[O-])cs2)cs1)c1cnccn1,-1.0,2.0
O=C1c2cccnc2C(=O)N1CCC1=CCCCC1,4.0,-65.5
COC(=O)C(C)NC(=O)C12CC3CC(CC(Br)(C3)C1)C2 (centres undefined),-3.7,2.6
CC(=NO)c1c(O)cc(-c2ccccc2)n(-c2ccccc2)c1=O,/,1.6
CCOc1ccc(NC(=O)CN2C(=O)NC3(CCC(C)CC3)C2=O)cc1 (centres undefined),5.1,-1.1
CCOC(=O)c1c(C(C)(C)C)oc2ccc(OCC=C(C)C)cc12,-38.5,-10.2
CNC(=O)N1CCC(n2c(C)nc(C(=O)NC3CCCCC3)c2C)CC1,5.9,6.1
O=C(O)CCCC(=O)Nc1ccc(Cl)c(Cl)c1,-3.0,-1.3
CCCCC[C@@H](C)N1C[C@@H](COCc2ccccc2)Oc2cc(N3CCC[C@H]3COC)ccc2S1(=O)=O,-10.1,2.0
COc1cc(C)c(CN2CCc3ccccc3C2)cc1C,-17.1,-1.9
O=C(CSc1ccc(F)cc1)NCCc1csc2nc(-c3cccc(F)c3)nn12,-8.5,-5.4
O=C(c1ccc(S(=O)(=O)Cc2cc(F)ccc2F)c([N+](=O)[O-])c1)N1CCOCC1,-1.0,-4.4
O=C1C2C(c3ccccc3)CC=CC2[C@H](c2ccc(C(F)(F)F)cc2)N1Cc1ccccc1 (some centres undefined),20.1,-3.0
Cc1cccc(-n2nc3c(c2NC(=O)c2ccccc2F)CSC3)c1C,14.0,-5.1
Cc1nnc(-c2ccccc2)nc1NCc1ccccc1,31.0,-9.2
COC(=O)CCN(Cc1cc(OC)ccc1OC)S(=O)(=O)c1ccccc1Br,-1.5,-0.2
C=CCSc1nnc2c(n1)OC(c1cc3c(cc1[N+](=O)[O-])OCO3)N(C(C)=O)c1ccccc1-2 (centres undefined),22.0,-7.4
O=C(NC1CC(O)C(CO)C1)c1cccc(C(F)(F)F)c1 (centres undefined),2.4,-4.7
CCCCCC/C=C1\CC(C(=O)OCC)Oc2ccccc21 (centres undefined) (tested in a mixture with another compound),-74.3,8.0
O=[N+]([O-])c1cccc(CSc2ccc3nnc(-c4ccccn4)n3n2)c1,97.5*,8.7
COc1ccc(-c2cn3c4c(=O)n(C)c(=O)n(C)c4nc3n2CCCO)cc1,-2.0,0.3
Cc1cc(C)cc(NC(=O)Nc2ccc3c(c2)CCN3S(C)(=O)=O)c1,35.6,-1.5
CCc1ccc(N=Cc2cccc([N+](=O)[O-])c2O)cc1,18.0,-1.8
CCn1nnc2c(N3CCN(C(=O)c4ccc(Br)o4)CC3)ncnc21,-2.2,-3.8
CCOc1ccc2nc(SC3CC(=O)N(c4ccc(OC)c(OC)c4)C3=O)sc2c1 (centres undefined),12.0&3.6,2.4&-4.5
O=c1ncn(Cc2cccs2)cc1-c1ccccc1,/,-13.6
CCOC(=O)c1cn(S(=O)(=O)c2ccc(F)cc2F)nc1C(F)(F)F,/,4.7
O=C(CCS(=O)(=O)c1ccc(Br)s1)NC1CCCCCC1,-4.0,-3.2
CC(O)CNc1ccc([N+](=O)[O-])c(Sc2nc3ccccc3[nH]2)c1 (centres undefined),6.8,-7.9
CC1CCc2c(sc(NC(=O)c3cc4ccccc4c(=O)o3)c2C#N)C1 (centres undefined),-3.0,-9.4
CCOc1ccc(NC2OC(=O)c3c2ccc(OC)c3OC)cc1 (centres undefined),13.0,5.9
CCc1noc(-c2cccnc2N2CCCN(Cc3ccccc3Cl)CC2)n1,-51.3,2.3
COc1cc2cc(OCc3c(F)cccc3Cl)nc(C)c2cc1OC,/,-6.6
O=C(Nc1ccc(Cl)cc1)c1cnn2c3c(cnc12)CCCCCC3,14.3,-1.7

Part of the list above in order of heavy-atom count, rising.
Compound,mHTT-CaM PPI inh,Pf apPOL block
O=c1ncn(Cc2cccs2)cc1-c1ccccc1,/,-13.6
CCOc1ccc(NC2OC(=O)c3c2ccc(OC)c3OC)cc1 (centres undefined),13.0,5.9
CCOc1ccc2nc(SC3CC(=O)N(c4ccc(OC)c(OC)c4)C3=O)sc2c1 (centres undefined),12.0&3.6,2.4&-4.5

Additional records:
Compound,mHTT-CaM PPI inh,Pf apPOL block
NCC(=O)c1cccs1,-10.1,/
O=C(Nc1cccc(NC(=O)C2CCCC2)c1)C1CCCC1,-2.9,0.6
Cc1cc(C2C3=C(CC(C)(C)CC3=O)N=C3c4ccccc4C(=O)C32)cc(C)c1O (centres undefined),38.0,0.2
O=c1c2c(ncn2Cc2ccccc2)n(-c2cccc(F)c2)c(=O)n1C1CC1,6.0,-2.5
Cc1noc(C)c1CNC(=O)NC1CCCCC1,-6.6,-3.1
Cn1nc(-c2nc(-c3ccc(F)cc3)no2)c2c1CCN(C(=O)c1ccsc1)C2,16.9,1.1
COc1cccc(N2CCN(C(=O)c3ccc(Cl)cc3Cl)C(C)C2=O)c1 (centres undefined),3.4,-3.6
Cc1nc(N)sc1-c1csc(Nc2ccccn2)n1,87.0*,-6.1&-3.7
COc1ccccc1/C=C1/NC(=O)N(Cc2ccccc2F)C1=O,-7.0,6.8
O=C(c1ccc([N+](=O)[O-])cc1)c1cc2c(cc1Br)OCCO2,/,-3.5
O=C(NCc1ccccc1Cl)c1ccc2c(c1)ncn2C1CCCC1,3.0,-7.6
O=C(c1cccc(S(=O)(=O)N2CCOCC2)c1)N1CCc2ccccc21,-5.0,-80.1
O=C(NCCc1ccccc1)c1cncc(-c2ccc(F)cc2F)c1,4.9,29.7
COc1ccccc1Cn1c(COc2ccccc2OC)nc2ccccc21,43.5,-4.9
CCN1CCN(CC(=O)NCc2ccccc2)C(=O)C1=O,-7.4,-5.1
Cc1c(Cl)cccc1NC(=O)CS(=O)(=O)c1cccc2nsnc12,0.0,-4.8
Cc1c(Cl)c([N+](=O)[O-])nn1CC(=O)Nc1ccccc1C(F)(F)F,0.0,-3.5
O=C(NCC(F)(F)C(F)F)c1cccnc1,-5.3,-0.8
Brc1ccc(CN2CC[C@H]3C=CCc4cccc(c43)C2)cc1,-4.8,-3.8
CN(C)C1CN(Cc2ccc[nH]2)CCC1(O)c1ccccc1 (centres undefined),21.8,2.2
COc1cc(NC(=O)c2cc3ccccc3c(=O)o2)c(OC)cc1Cl,-2.0,-2.3
COc1ccc(N2CCN(C(=O)c3cncc(Br)c3)CC2)cc1,4.0,-3.9
Cc1ccccc1-c1ccc(N2CCC(C(=O)Nc3nc4ccccc4s3)CC2)nn1,10.3,-10.5
N=c1c(C(=O)NCC2CCCO2)cc2c(=O)n3ccccc3nc2n1CCN1CCOCC1 (centres undefined),5.0,-5.9
CC(=O)Nc1nc(NC(C)=O)nc(N2CCCCC2)n1,/,1.5
O=C(O)CCSc1n[nH]c2nc3ccccc3n12,2.0,-0.3
O=c1[nH]nc(SCc2ccccc2)c(=O)[nH]1,-0.8,-3.9
COc1ccc(-n2nc3c(c2NC(=O)C2(c4ccc(Cl)cc4)CCCC2)CS(=O)C3)cc1 (centres undefined),40.0,-48.5
Cc1cc(OCC(=O)Nc2ccccc2Cl)cc(C)c1Br,-3.0,-6.3
COc1ccc(-c2c(C)oc3cc(OCC(=O)OC(C)(C)C)ccc3c2=O)cc1,-4.3,-0.3
Cc1cc(C)n(C(=O)c2ccc(F)cc2)n1,-4.4,-5.7
CC(=O)NCCc1c(C(=O)O)[nH]c2ccc(C(C)=O)cc12,2.0,-5.7
Cc1cc(C(=O)NCc2ccc(F)cc2F)nc2cc(-c3cccs3)nn12,-13.1,-5.6
O=C(O)c1cc2nc(-c3ccc(F)cc3)cc(C(F)(F)F)n2n1,1.2,-0.7
N=C1NC(=O)/C(=C/c2cccc(Cl)c2Cl)S1,-7.0,-3.7
O=C(Nc1ncc([N+](=O)[O-])s1)C1CCCCC1,5.7,-1.9
COc1ccc(C(=O)CSc2nc(C)cc(C)n2)cc1OC,0.0,3.2
O=c1[nH]c2ccccc2c(O)c1-c1nc(-c2ccc(Cl)c(F)c2)no1,1.1,-7.6
O=S(=O)(Nc1ccc2c(c1)OCO2)c1ccccc1,1.6,-1.5
CN(C)c1ccc(/C=c2\sc3nncn3c2=O)cc1,4.0,0.0
COCCCNC(=O)c1cc(-c2ccc(OC)cc2OC)nc2ccccc12,1.9,-6.6
COc1cccc(C2NC(C)(C(=O)O)C3C(=O)N(c4cccc(Cl)c4)C(=O)C23)c1O (centres undefined),1.0,-4.8
